Screening results deposited in PubChem BioAssay by several laboratories.
LYP inhibition: inhibition of human PTPN22 tyrosine phosphatase – biochemical, DiFMUP fluorescence, recombinant catalytic domain, 10 µM, primary screen (AID 606). 52,000 tested, under 10 active. one-dose inhibition, % at 10 µM; IC50 in µM for titrated hits. recombinant LYP catalytic domain, DiFMUP fluorescence; higher % means a stronger effect;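 active = IC50 under 40 µM in the dose-response test; inactive = IC50 of 40 µM or more, or never dose-tested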
Spn MK inh: S. pneumoniae mevalonate kinase inhibition; purified MK, PK/LDH-coupled NADH absorbance 340 nm; inhibition, % at 10 µM; hit rate 0.48% among 65,000; AID 555;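 active = ranked among the strongest by inhibition in the single 10 µM screen, a fixed top-ranked set picked for dose follow-up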; note: no value below 0 was filed
HPDE-C7 viability: cytotoxicity in HPDE-C7 cells, cell-based, fluorescence, HTS (AID 430) | HPDE-C7 pancreatic duct cells viability, fluorescence; higher % means a stronger effect | hit rate 1.8% among 63,000 | cytotoxicity, % at 10 µM, or EC50 in µM where a hit was titrated;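 note: cells exposed to compound for 48 hours before viability readout; 0% = vehicle and 100% = reference cytotoxic drug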
PMK inhibit: inhibitors of Streptococcus pneumoniae phosphomevalonate kinase; inhibition, % at 10 µM; purified PMK, PK/LDH-coupled NADH absorbance 340 nm; hit rate 0.49% among 65,000;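 active = top-ranked compounds by inhibition in the single 10 µM screen, taking a fixed number of the strongest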;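 note: 0% = full reaction with DMSO carrier and 100% = background rate without enzyme reaction; no value below 0 was filed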
TNAP inhibition: human TNAP enzyme inhibitors, biochemical, luminescent (AID 518); purified TNAP enzyme, luminescent substrate readout; higher % means a stronger effect; one-dose inhibition, % at 20 µM; IC50 in µM for titrated hits; hit rate 0.09% among 64,000; in the data active = a potency from the dose series; inactive = the rest, 99 in 100 with inhibition below about 22%;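 note: plate controls were vehicle for no effect and reference inhibitor for full effect; many of its hits are not listed in these tables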
KRASV12 cytotoxicity: cytotoxicity in KRAS-transformed pancreatic duct cells, primary screen, cell-based, fluorescence, HTS (AID 431) | HPDE-C7K KRASV12 cells, Alamar Blue viability, 48 h; higher % means a stronger effect | cytotoxicity, % at 10 µM, or EC50 in µM where a hit was titrated | hit rate 1.7% among 63,000;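 active = compounds whose percent cytotoxicity in the single-dose primary screen, scaled between solvent and toxic-drug controls, exceeds 50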;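 note: 0% = DMSO solvent wells and 100% = doxorubicin-treated wells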
Spn DPM-DC inh: S. pneumoniae DPM-DC inhibition; purified DPM-DC, PK/LDH coupled NADH fluorescence; calls only at 10 µM; hit rate 0.49% among 65,000; AID 556;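 active = the 320 compounds with the highest percent inhibition in the single-dose primary screen, excluding strongly autofluorescent ones, cut at about 32% in these data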;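 note: kinetic rate of NADH fluorescence loss reporting ADP formed by the decarboxylase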
Bfl-1 displacement: Bfl-1 inhibitors, primary screen, biochemical, fluorescence polarization, FITC-Bid, mouse (AID 432). FITC-Bid BH3 peptide fluorescence polarization displacement; higher % means a stronger effect. one-dose displacement, % at 20 µM; IC50 in µM for titrated hits. hit rate 0.02% among 64,000; in the data active = a potency from the dose series; inactive = the rest, 99 in 100 with displacement below about 15%; note: strong numbers were not always called active
HT1080 viability: HT1080 cell viability loss – fluorescence readout (AID 620). one-dose cytotoxicity, % at 10 µM; EC50 in µM for titrated hits. hit rate 0.42% among 87,000. HT1080 viability, fluorescence; higher % means a stronger effect;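 note: cells exposed to compound overnight then 4 h with Alamar Blue; 0% = vehicle DMSO and 100% = killing control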
PMK inhibit pilot replicates: further read-out of PMK inhibit, marked with its call; inhibition, %; measured here: pilot screen replicates
Spn MK inh pilot replicates: also measured in Spn MK inh; calls as there; inhibition, %; measured here: pilot screen replicates
Spn DPM-DC inh pilot screen %: recorded beside Spn DPM-DC inh, whose call it bears; inhibition, %; measured here: pilot screen trials
An asterisk follows results filed as active; i = inactive; nt = no result given; + = active, no number. Cut-off read from the data, not from the text of the source, unless noted: active = cytotoxicity above about 50%; inactive = the rest.

SMILES	LYP inhibition	Spn MK inh	HPDE-C7 viability	PMK inhibit	TNAP inhibition	KRASV12 cytotoxicity	Spn DPM-DC inh	Bfl-1 displacement	HT1080 viability	others
COc1ccc(-c2csc(NC(=O)c3cc(C)on3)c2C#N)cc1OC	10%	10	7%	12	4%	18%	i	-9%	nt
O=C(Nc1ccccc1)NC1(C(=O)N2CCN(C(=O)c3ccco3)CC2)CCCCC1	nt	6	-10%	2	-2%	0%	i	0%	-5%
O=C(OCC1CC(c2ccccn2)=NO1)c1ccc(Br)cc1 (stereo unspecified)	1%	0	-5%	15	14%	-10%	i	3%	15%
CCOc1ccc(-c2noc(COC)n2)cc1OC	14%	2	-17%	6	8%	-6%	i	2%	-2%
Cn1cnnc1SCC(=O)Nc1ccccc1C(=O)NC1CCCC1	6%	8	-9%	21	5%	-2%	i	-8%	-7%
Cc1ccc(S(=O)(=O)N(CC(=O)N2CCC(C(N)=O)CC2)Cc2ccc(F)cc2)cc1	nt	12	-10%	10	4%	2%	i	0%	7%	PMK inhibit pilot replicates=2.0;Spn MK inh pilot replicates=9.0;Spn DPM-DC inh pilot screen %=1.0
CCn1c(SCC(=O)Nc2ccc(C(C)=O)cc2)nc2ccccc21	10%	11	-3%	14	7%	-3%	i	-2%	1%	PMK inhibit pilot replicates=2.5;Spn DPM-DC inh pilot screen %=0.0
C=CCn1c(SCC(N)=O)nnc1-c1cccc(Br)c1	nt	14	16%	13	20%	3%	i	-3%	-1%
c1ccc2c(c1)oc1c(Nc3ccc4c(c3)OCO4)ncnc12	nt	5	-32%	0	17%	-24%	i	-2%	-6%
O=C1CCCc2c1cc(C(=O)NCc1ccco1)c(=O)n2-c1ccccc1	nt	8	14%	16	10%	8%	i	0%	5%
c1nc(NCCN2CCOCC2)c2c3c(sc2n1)CCCCC3	nt	10	6%	14	6%	-2%	i	3%	27%
COC(=O)c1ccccc1NC(=O)c1noc2c1CC(C(C)(C)C)CC2 (stereo unspecified)	nt	5	21%	22	7%	24%	i	-3%	-8%	PMK inhibit pilot replicates=2.0;Spn MK inh pilot replicates=1.5;Spn DPM-DC inh pilot screen %=0.0
COc1ccc(Br)cc1CN1CCCC(C(=O)N2CCCCCC2)C1 (stereo unspecified)	-17%	38	-2%	7	-1%	-7%	i	-5%	2%
CC(C)Cn1c(-c2ccc(F)cc2)n[nH]c1=S	-8%	25	-6%	8	15%	0%	i	-2%	-2%	PMK inhibit pilot replicates=5.0;Spn MK inh pilot replicates=1.0;Spn DPM-DC inh pilot screen %=1.0
O=S(=O)(NCC1CCCO1)c1ccc(Oc2ccccc2)cc1 (stereo unspecified)	0%	10	8%	0	6%	-2%	i	3%	3%
O=C1N=C(N2CCOCC2)S/C1=C1\C(=O)N(Cc2ccccc2)c2ccccc21	12%	2	-3%	0	17%	-16%	i	-6%	5%
Cc1cccc(-n2nnnc2SC(C)C(=O)NCCC2=CCCCC2)c1 (stereo unspecified)	11%	5	-7%	1	-2%	-9%	i	-14%	0%
CS(=O)(=O)N(CC(=O)NCC1CCCO1)c1ccc(F)c(Cl)c1 (stereo unspecified)	-8%	11	0%	9	7%	6%	i	-4%	8%
O=C(CSc1nnc(-c2cccs2)n1-c1ccccc1)N1CCCC1	8%	2	-4%	15	6%	-2%	i	3%	2%
Cc1ccc(C(=O)Nc2nc3ccccc3c(=O)s2)cc1	4%	10	-3%	15	3%	3%	i	-4%	10%
COc1cc(OC)cc(-c2nnc(SCc3c(F)cccc3Cl)o2)c1	3%	1	4%	18	12%	2%	i	-4%	-6%
CCCN1C(=O)C(O)(CC(=O)c2cccc(OC)c2)c2ccccc21 (stereo unspecified)	9%	4	-12%	14	5%	-12%	i	5%	-34%
CC(=O)NC(CCS(C)(=O)=O)C(=O)Nc1ccccc1C (stereo unspecified)	20%	0	nt	12	nt	nt	i	nt	4%
CC(C)(Oc1ccc(Cl)cc1)C(=O)Nc1ccc2oc(-c3ccncc3)nc2c1	3%	5	-5%	3	-4%	-9%	nt	2%	-6%
Nc1c(C(=O)NCCN2CCOCC2)c2nc3ccccc3nc2n1-c1cccc(F)c1	-2%	11	-5%	6	-5%	8%	nt	1%	-4%
CNc1nc(CC(C)=O)ns1	-1%	0	-22%	16	12%	-31%	i	-11%	-4%
CCOC(=O)N1CCN(Cc2nc3c(c(=O)n(C)c(=O)n3C)n2Cc2ccccc2)CC1	0%	0	14%	2	13%	18%	i	0%	7%	PMK inhibit pilot replicates=1.0;Spn MK inh pilot replicates=2.5;Spn DPM-DC inh pilot screen %=0.5
CCCCCCn1c(CN2CCCCC2)nc2c1c(=O)n(C)c(=O)n2C	12%	0	nt	11	nt	nt	i	nt	-10%
COc1ccc2c(c1OC)C(=O)OC2CC(=O)c1ccc(O)cc1 (stereo unspecified)	6%	7	4%	16	15%	-5%	i	-5%	7%	PMK inhibit pilot replicates=4.0;Spn MK inh pilot replicates=3.0;Spn DPM-DC inh pilot screen %=2.0
CCOC(=O)N1CCN(c2cc(=O)n(-c3ccc(OCC)cc3)c(=O)[nH]2)CC1	10%	20	-6%	11	11%	0%	i	0%	-14%	PMK inhibit pilot replicates=3.0;Spn MK inh pilot replicates=2.0;Spn DPM-DC inh pilot screen %=1.5
Cc1ccc(N2CCN(S(=O)(=O)N(C)C)CC2)cc1Cl	8%	5	6%	0	20%	4%	i	4%	1%
COc1cc(S(=O)(=O)N2CCOCC2)cc(C(=O)c2nccn2C)c1OC	4%	0	5%	12	6%	5%	i	-6%	16%
O=C(O)C1C2C=CC(O2)C1C(=O)NCc1ccc2c(c1)OCO2 (stereo unspecified)	7%	9	-7%	0	7%	-2%	i	-5%	6%
CN(C)C=Nc1c(Br)cc(Br)c2nonc12	nt	11	-11%	7	3%	-13%	i	-56%	2%
Cc1cc(NC(=O)COc2cccc(Oc3ccccc3)c2)no1	14%	6	49%	14	19%	36%	i	-9%	13%	PMK inhibit pilot replicates=2.5;Spn MK inh pilot replicates=0.0;Spn DPM-DC inh pilot screen %=0.0
O=C1NCCCC1C(=O)N1CCN(C(=O)c2ccco2)CC1 (stereo unspecified)	3%	7	4%	3	-3%	3%	i	-14%	1%
O=C(NCCc1ccc(Cl)cc1)C1CCN(S(=O)(=O)c2ccc(-n3cnnn3)cc2)CC1	0%	1	-4%	7	11%	9%	i	-2%	-4%
c1ccc(Oc2cc(-n3cccn3)ncn2)cc1	12%	1	-11%	3	8%	5%	i	-12%	2%
CCn1cc(C(=O)NCCCOC)c2cc(OC)c(OC)cc2c1=O	9%	15	-6%	0	11%	-4%	i	0%	7%
CC(=O)N(CCO)Cc1cc2cc(C)cc(C)c2[nH]c1=O	2%	8	-12%	14	0%	-9%	i	2%	-1%
N#Cc1ccc(CSc2nnc(Cc3cccs3)n2Cc2ccco2)cc1	nt	9	-6%	12	7%	-11%	i	-4%	10%
COc1ccccc1-c1nnc2sc(-c3ccc(N(C)C)cc3)nn12	7%	3	44%	3	-28%	44%	+	-2%	33%	PMK inhibit pilot replicates=0.0;Spn MK inh pilot replicates=4.0;Spn DPM-DC inh pilot screen %=21*
COc1ccc(C2=NOC(C(=O)Nc3cc(C)nn3-c3ccccc3)C2)cc1OC (stereo unspecified)	12%	7	-5%	0	8%	-3%	i	4%	2%
CCOc1ccccc1Nc1nc(N)nc(CSc2nncn2C)n1	6%	10	-2%	10	11%	-6%	i	2%	3%
c1ccc(CCCNc2ncnc3nc[nH]c23)cc1	3%	9	6%	0	-34%	1%	i	2%	nt
CC1CC(C)CN(S(=O)(=O)c2ccc(C(=O)Nc3nnc(-c4cccs4)o3)cc2)C1 (stereo unspecified)	10%	1	70%*	6	8%	57%*	nt	-5%	-1%
c1ccc(OCCCCn2cnc3ccccc32)cc1	1%	1	-3%	0	1%	-2%	i	-2%	2%
O=C(COC(=O)c1ccccn1)NCCCc1ccccc1	nt	0	-18%	6	-1%	-21%	i	-4%	3%
O=C(CCn1c(=O)[nH]c2ccsc2c1=O)N1CCN(c2cccc(Cl)c2)CC1	6%	5	0%	0	12%	47%	i	3%	2%
Cc1nn(C(C)C(=O)N2CCCCC2)c(=O)c2c1sc1ccccc12 (stereo unspecified)	7%	6	-8%	14	0%	-14%	i	0%	-2%

Brought forward from above: 3 entries, then new ones.
SMILES	LYP inhibition	Spn MK inh	HPDE-C7 viability	PMK inhibit	TNAP inhibition	KRASV12 cytotoxicity	Spn DPM-DC inh	Bfl-1 displacement	HT1080 viability	others
O=C(COC(=O)c1ccccn1)NCCCc1ccccc1	nt	0	-18%	6	-1%	-21%	i	-4%	3%
O=C(CCn1c(=O)[nH]c2ccsc2c1=O)N1CCN(c2cccc(Cl)c2)CC1	6%	5	0%	0	12%	47%	i	3%	2%
Cc1nn(C(C)C(=O)N2CCCCC2)c(=O)c2c1sc1ccccc12 (stereo unspecified)	7%	6	-8%	14	0%	-14%	i	0%	-2%
CCC1CCCCN1C(=O)CSc1nnc(-c2ccc3c(c2)OCCO3)o1 (stereo unspecified)	nt	0	-8%	15	4%	5%	i	-9%	9%
CC(C)(C)c1cc(C(=O)NCc2ccccc2)ccn1	3%	nt	-11%	nt	9%	-6%	nt	-8%	9%
COc1ccc(N2CCN(CCNC(=O)CCNS(=O)(=O)c3cccs3)CC2)cc1	nt	8	-12%	0	10%	-5%	i	-10%	-2%
CCN(CC)CCCN1C(=O)C(O)=C(C(C)=O)C1c1cccc(OC)c1 (stereo unspecified)	9%	0	-5%	17	6%	-15%	i	-1%	14%	PMK inhibit pilot replicates=0.0;Spn MK inh pilot replicates=0.0;Spn DPM-DC inh pilot screen %=1.5
O=C(NCc1cccnc1)c1ccc(CS(=O)(=O)c2ccc(Cl)cc2)o1	6%	1	-7%	7	8%	-6%	i	-5%	-2%
CCc1ccc(-c2nc(CN3CCCC(C(=O)O)C3)c(C)o2)cc1 (stereo unspecified)	10%	3	-4%	0	5%	-1%	i	2%	-2%
C=CCn1c(SCC(N)=O)nc(C)cc1=O	-19%	4	3%	8	5%	-6%	i	1%	5%
COc1ccc(-c2nn(C)c3sc(C(=O)N4CCOCC4)cc23)cc1OC	nt	7	2%	11	12%	5%	i	3%	-7%
CCc1nnc(NC(=O)c2ccc(S(=O)(=O)N(CC)CC)cc2)s1	-2%	0	-10%	3	6%	-25%	i	-7%	-3%
CCOC(=O)Cn1c(=O)oc2cc(S(=O)(=O)NCCc3ccc(C)cc3)ccc21	-2%	11	-29%	6	3%	-24%	i	1%	2%
O=c1[nH]c2c(s1)C=Nc1ccccc1N2	8%	8	-6%	1	9%	-2%	i	96%	4%
Cc1noc(NS(=O)(=O)c2ccc(NC(=O)CSc3nc4ccccc4s3)cc2)c1C	-1%	3	21%	11	1%	8%	i	-5%	5%
COc1cccc(CNC(=O)c2ccc(NC(=O)C3CCCO3)cc2)c1 (stereo unspecified)	0%	9	-6%	7	9%	0%	i	-3%	4%
